G9a inh = qHTS Assay for Inhibitors of Histone Lysine Methyltransferase G9a; Histone-lysine N-methyltransferase EHMT2 (Homo sapiens), Q96KQ7; Potency, µM (series often up to 102 µM), for inactives: top-dose activity, negative = inhibition, hits mostly inhibitors; hit rate 8.8% among 350,000; G9a H3K9 monomethylation, AlphaScreen, 2 h; also: % is scaled to controls: 0 for no effect and ±100 for the full control effect; nearly all actives have a fitted effect of over 75% in size
Target sequence (Q96KQ7 913-1193 limits assumed): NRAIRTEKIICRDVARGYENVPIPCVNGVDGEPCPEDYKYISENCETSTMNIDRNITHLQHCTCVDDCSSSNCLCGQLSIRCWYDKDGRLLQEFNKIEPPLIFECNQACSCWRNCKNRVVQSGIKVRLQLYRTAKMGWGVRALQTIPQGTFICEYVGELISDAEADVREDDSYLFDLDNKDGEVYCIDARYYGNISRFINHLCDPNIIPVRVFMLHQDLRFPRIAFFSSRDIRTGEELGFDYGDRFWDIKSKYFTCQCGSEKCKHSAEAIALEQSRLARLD
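Using a bead-based AlphaScreen, monomethylated H3K9 product from 2 h room-temperature reactions (G9a 20 nM, peptide 500 nM, SAM 20 uM) was detected with 0.5 ug/mL rabbit anti-H3K9me1 antibody.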
Pol iota inh = qHTS for Inhibitors of Polymerase Iota; DNA polymerase iota (Homo sapiens), Q9UNA4; AID 588590, 2011; hit rate 1% among 390,000; Pol iota fluorescent replication assay, 10 min; Potency, µM (highest dose often 115 µM), for the others: at the highest dose activity, negative = inhibition, hits mostly inhibitors
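Pol iota at 10 nM preincubated 15 min with compounds at room temperature; reaction started with fluorescent substrate, 50 nM final. Fluorescence read kinetically at 0 and 10 min; buffer-only wells as negative control.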
Anesthetic bind = qHTS Assay for Identification of Novel General Anesthetics. hit rate 0.074% among 350,000. Ferritin light chain (Equus caballus), P02791. Potency, µM (titrated, usually from 77.5 µM), without a hit: top-dose activity change, negative = displacement, hits mostly inhibitors. AID 485281, 2010. apoferritin/1-aminoanthracene competitive binding, fluorescence; also: % is scaled to controls: 0 for no effect and ±100 for the full control effect; nearly all actives have a fitted effect of over 20% in size
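Concentration-response curves derived by four-parameter Hill fitting of normalized fluorescence, where compounds displaced 1-AMA from 10 uM horse apoferritin following a brief 10 min room-temperature incubation; propofol titration acted as positive control.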
Pol beta inh = qHTS Assay for Inhibitors of DNA Polymerase Beta | P06746 | Pol beta primer extension/strand displacement, fluorescence kinetic | Potency, µM (highest dose often 114 µM), for the others: at the highest dose activity change, negative = inhibition, actives largely listed as inhibitors | hit rate 1.3% among 340,000 | AID 485314, 2010; also: % is scaled to controls: 0 for no effect and ±100 for the full control effect
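10 nM enzyme + cpd, 15 min RT; start with substrate 50 nM final; read 0 min and after 10 min RT. Corrected, normalized data; 4-parameter Hill curve fit.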
BAZ2B inh = qHTS Assay for Inhibitors of BAZ2B; Bromodomain adjacent to zinc finger domain protein 2B (Homo sapiens), Q9UIF8; AlphaScreen BAZ2B-H3K14Ac peptide displacement; Potency, µM (doses to about 114 µM), without a hit: at the top dose activity change, negative = inhibition, most hits filed as inhibitors; hit rate 4.4% among 360,000; also: % is scaled to controls: 0 for no effect and ±100 for the full control effect; nearly all actives have a fitted effect of over 60% in size
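In this displacement format the biotinylated H3(5-23) peptide acetylated at Lys14 serves as ligand at 50 nM, with BAZ2B at 50 nM in PBS pH 7.4 containing 0.01% Tween-20. Donor and acceptor beads are 10 ug/mL final.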
BLM helicase inh = qHTS Assay for Inhibitors of Bloom's syndrome helicase (BLM) | RecQ-like DNA helicase BLM (Homo sapiens), P54132 | recombinant BLM DNA unwinding, fluorescence dequenching | Potency, µM (series often up to 56.1 µM), for the others: at the highest dose activity change, negative = inhibition, most hits filed as inhibitors | hit rate 0.2% among 350,000;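 also: plate controls were vehicle for no effect and no enzyme for full effect; nearly all actives have a fitted effect of over 35% in size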
POLH inh = qHTS for Inhibitors of Polymerase Eta | hit rate 1.2% among 390,000 | Potency, µM (doses to about 114 µM), for inactives: top-dose activity change, negative = inhibition, actives largely listed as inhibitors | DNA polymerase eta (Homo sapiens), Q9Y253 | recombinant Pol eta, fluorescent DNA replication assay; also: % is scaled to controls: 0 for no effect and ±100 for the full control effect
Target sequence (Q9Y253 whole entry, looked up): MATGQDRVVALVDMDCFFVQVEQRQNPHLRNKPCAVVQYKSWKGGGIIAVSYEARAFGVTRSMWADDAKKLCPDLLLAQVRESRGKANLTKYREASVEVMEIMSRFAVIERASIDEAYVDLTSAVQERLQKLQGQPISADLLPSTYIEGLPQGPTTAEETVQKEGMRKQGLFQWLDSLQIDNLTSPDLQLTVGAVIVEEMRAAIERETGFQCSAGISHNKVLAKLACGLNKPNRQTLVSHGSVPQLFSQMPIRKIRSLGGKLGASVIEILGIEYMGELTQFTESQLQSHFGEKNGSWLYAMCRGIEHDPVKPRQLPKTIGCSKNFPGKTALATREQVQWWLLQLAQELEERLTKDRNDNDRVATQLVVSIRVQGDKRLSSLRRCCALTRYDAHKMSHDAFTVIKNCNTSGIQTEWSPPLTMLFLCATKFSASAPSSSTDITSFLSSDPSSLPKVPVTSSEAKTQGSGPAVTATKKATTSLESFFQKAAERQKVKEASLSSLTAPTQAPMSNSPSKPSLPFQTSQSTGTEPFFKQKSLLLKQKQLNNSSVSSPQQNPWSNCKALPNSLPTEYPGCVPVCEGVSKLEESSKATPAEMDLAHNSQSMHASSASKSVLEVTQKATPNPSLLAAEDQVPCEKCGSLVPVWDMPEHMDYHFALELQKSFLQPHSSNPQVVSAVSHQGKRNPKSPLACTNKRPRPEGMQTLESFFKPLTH
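Pol eta at 10 nM preincubated with compounds 15 min at room temperature; reaction started with fluorescent substrate (50 nM final) and read kinetically at 0 and 10 min.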
APE1 inh = qHTS Assay for Inhibitors of the Human Apurinic/apyrimidinic Endonuclease 1 (APE1) | recombinant APE1, TAMRA/BHQ-2 abasic DNA cleavage fluorescence | Potency, µM (top dose mostly 65.8 µM), for inactives: at the top dose activity change, negative = inhibition, most hits filed as inhibitors | hit rate 0.35% among 350,000 | AID 2517, 2012;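 also: plate controls were vehicle for no effect and reference inhibitor for full effect; nearly all actives have a fitted effect of over 55% in size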
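Activity was derived from the fluorescence gain between first and third kinetic reads (60 s intervals, ex 525/em 598 nm) after 50 nM THF-abasic TAMRA/BHQ-2 duplex was added to 0.75 nM APE1 preincubated 15 min with compound.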
POLK inh = qHTS for Inhibitors of Polymerase Kappa; DNA polymerase kappa (Homo sapiens), Q9UBT6; purified Pol kappa, fluorescent DNA synthesis assay, 10 min; Potency, µM (doses to about 107 µM), inactives show at the top dose activity, negative = inhibition, most hits filed as inhibitors; hit rate 0.53% among 400,000; AID 588579, 2011; also: % is scaled to controls: 0 for no effect and ±100 for the full control effect
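Activity was followed as the change in fluorescence between reads at 0 and 10 min after starting the reaction with 50 nM substrate. Beforehand, 10 nM polymerase had been preincubated with compound for 15 min at room temperature.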
The depositor's hits bear a star; ? = inconclusive; nt = not tested or not shown; & = joins results of further samples; [ ] = remark or other dose. Calls follow the shape of the dose curve; as a rule, active = well fitted curve in the direction sought with a large enough effect; inconclusive = small, poorly fitted or top-dose-only effect, or another doubt; inactive = no such curve, though single readings can be large; an effect the other way counts as inactive or inconclusive. Potency is read from the fitted curve at half-maximal effect.

molecule,G9a inh,Pol iota inh,Anesthetic bind,Pol beta inh,BAZ2B inh,BLM helicase inh,POLH inh,APE1 inh,POLK inh
CCOn1c(=O)c(-c2ccc(C)cc2)[n+]([O-])c2ccccc21,7%,13%,2%,45%,0%,-1%,-18%,-15%,-9%
O=C(CSc1nnnn1Cc1ccccc1)Nc1ccc2c(c1)OCO2,-4%[59 µM],2%,-3%,-5%,-27%,0%,-1%,4%,-10%
S=C1NC2(CCCC2)N=C1c1ccccc1,27%[59 µM],-8%,-8%,7%,-13%,-4%,-7%,12%,-10%
Nc1c(-c2cccs2)cnn1-c1nc(-c2ccc(Cl)cc2Cl)cs1,6%,5%,-7%,7%,-5%,-1%,1%,5%,-22%
CCOC(=O)c1sc(N=NC2=C(O)CCCC2=O)c(C(=O)OCC)c1C,14µM*,?,?,8.9µM*,13µM*,?,79µM*,?,?
CC(=O)N1CC=CC1(C)C(=O)NCc1cc(F)cc(C(F)(F)F)c1 (centres undefined),40µM*,20%,-3%&-6%,1%,-5%,-2%&-1%,-16%,14%&1%,-3%
Cc1oc(-c2ccc(Cl)cc2)cc1-c1nn2c(-c3ccoc3C)nnc2s1,?,?,-14%,3.5µM*,4%,10µM*,4.5µM*,?,?
CCOC(=O)C1(Cc2cccc(OC)c2)CCN(C/C=C/c2ccc(OC)cc2)CC1,-33%,-15%,-18%,-17%,-27%,-1%,-7%,-2%,-4%
CC(=O)Nc1cc2c(cc1NC(=O)Cn1nc(-c3ccc4c(c3)OCCO4)ccc1=O)OCCO2,-4%[59 µM],5%,-3%,4%,-3%,-2%,-2%,-2%,-7%
CCOc1ccc(C(=O)N[C@H](C(=O)Nc2ccc(S(=O)(=O)Nc3nccs3)cc2)C(C)C)cc1,nt,19%,nt,nt,nt,nt,?,9%,-21%
CCN(CC)C(C(=O)Nc1ccc2c(c1)OCO2)c1ccccc1 (centres undefined),-12%,13%,3%,34%,0%,0%,-6%,?,2%
Cc1ccc(SCC(=O)NCCN2C(=O)CSC2=O)cc1C,-4%[59 µM],7%,-5%,-2%,7%,-3%,1%,?,-3%
O=c1c(Cc2ccc(F)cc2)c(O)ccn1C1CC1,37%[59 µM],17%,8%,9%,34%[activator],-15%,-18%,-6%,-2%
CCC(CO)Oc1cc(NCc2ccc(Cl)cc2)c2ncn(C(C)C)c2c1 (centres undefined),nt,?,nt,nt,nt,nt,-6%,14%,-14%
COc1ccc(OC)c(/C=C2\SC(=S)N(C(C(=O)O)c3ccccc3)C2=O)c1 (centres undefined),nt,21%,-16%,1%,-33%,-7%,?,17%,2%
CCOc1ccc(NC(=O)Cn2c(=O)n(CCC(=O)NCCc3ccccc3)c(=O)c3ccccc32)cc1,-4%[59 µM],50%[activator],-8%,13%,0%,-1%,-11%,nt,4%
CCOC(=O)C1=C(C)NC(=O)NC1c1cccc(OC)c1OCc1ccccc1Cl (centres undefined),13%,-9%,-10%,-27%,7%,-4%,3%,4%,-8%
Cc1nn(C)c(C(=O)NNC(=S)Nc2ccc(F)cc2)c1[N+](=O)[O-],?,-10%[58.9 µM],1%,3%,11%,1%,-3%,5%,-1%
CCN(CC)S(=O)(=O)c1ccc(-c2nnc(SCc3nnc(-c4ccc(C)cc4)o3)o2)cc1,23%,27%,-8%,7%,14%,-1%,-7%,3%,-1%
Cc1ccc(C)c(NS(=O)(=O)c2ccc3c(c2)Cc2cc(S(=O)(=O)Nc4cc(C)ccc4C)ccc2-3)c1,6%[59 µM],26%,-4%,-1%,-4%,1%,5%,-13%,-3%
O=C(c1ccccn1)c1ccc2ccccc2n1,?,-20%,-1%,-17%,1%,-2%,-4%,-1%,-8%
Cc1ccc(-c2csc(NC(=O)CN3C(=O)CCC3=O)n2)cc1,-3%,17%,24%,-10%,0%,-6%,-12%,3%,1%
O=C(NCc1cccs1)C1CC(c2ccc(Cl)cc2)=NO1 (centres undefined),12%,27%,-3%,-16%,0%,0%,7%,3%,1%
Cc1nnc(N2CCN(c3ccccc3)CC2)[nH]c1=O,5%[12.7 µM],-13%,1%,8%,-2%,3%,-21%,-5%,-9%
O=C(Nc1ccc2c(c1)OCCO2)C1CCCN(S(=O)(=O)c2cnc[nH]2)C1 (centres undefined),-7%[59 µM],5%,0%,9%,11%,1%,-4%,-1%,15%
CCN(C(=S)Nc1cccc(C)c1)c1ccccc1,?,11%,3%,6%,1%,3%,-17%,-8%,-4%
CCn1ncc(/C=N\NC(=O)c2ccc3c(c2)c(C)c(C)n3Cc2ccccc2)c1C,-13%[12.7 µM],-9%,1%,8%,?,-14%,-2%,-5%,-25%
C/C(=N\NC(=O)c1cc(C)oc1C)c1ccc(C)c([N+](=O)[O-])c1,17%[12.7 µM],34%[activator],nt,nt,11%,nt,3%,-3%,9%
CC(CNC(=O)c1sc2ncccc2c1-n1cccc1)c1ccccc1 (centres undefined),-40%[59 µM],40%[activator],-18%,-2%,-35%,-6%,-21%,nt,-13%[60.1 µM]
COC(=O)CSc1cc(C)nc(NC(C)=O)n1,?,8%,0%,2%,8%,-2%,-10%,1%,-12%
Cc1ccc2oc(=O)cc(CN3CC(C)OC(C)C3)c2c1 (centres undefined),3%,-11%,-6%,41%,-9%,-2%,?,-1%,-21%
CNC(=O)CN(c1cc(OCCOC)c(Cl)cc1Cl)S(=O)(=O)c1ccccc1,-2%,32%[activator],-4%,7%,-13%,-1%,-17%,2%,-2%
COc1ccc(OC)c(/C=C/C(=O)Nc2cccc(S(=O)(=O)NC3=NCCCCC3)c2)c1,26%[12.7 µM],-1%,nt,nt,-3%,nt,-27%,-3%,-2%
Cc1cc(NC(=O)CSc2nc(C(C)C)nc3sc4c(c23)CCC(C)C4)no1 (centres undefined),1µM*,-6%,-5%,-8%,1%,3%,-8%,-4%,2%
CC1CN(C(=O)COC(=O)[C@@H](NC(=O)c2ccccc2Cl)C(C)C)CC(C)O1 (some centres undefined),nt,34%[activator],nt,nt,nt,nt,-8%,16%,2%
CC[C@@]12C(=O)N(c3ccccc3)C(=O)N1[C@H](c1cccc(C)c1)[C@@H]1C(=O)N(Cc3ccccc3)C(=O)[C@@H]12,14%,8%,-22%,3%,-18%,-5%,-1%,7%,-7%
CCCOc1ccc(C2C(=O)N(C3CCCCCC3)CC(=O)N2CCC)cc1OC (centres undefined),-4%[59 µM],27%,-9%,40%,2%,-1%,1%,nt,-8%[60.1 µM]
COc1cc(C(=O)OCC(=O)N2CCNC2=O)cc(Cl)c1OC,-28%,32%[activator],nt,nt,-3%,nt,-22%,-1%,-3%
COc1ccc(C(=O)c2nccc3ccccc23)cc1,10%,58%[activator],-13%,2%,-7%,1%,-19%,4%,-7%
CN(C)c1ccccc1C(=O)N1CCC(n2nccc2NC(=O)C2CC2)CC1,-15%,-7%,-11%,-22%,-20%,0%,-4%,50%[activator],-8%
CC(=O)N1CCC(C(=O)Nc2ccc3c(c2)CCC3)CC1,-7%,56%[activator],-3%,11%,-2%,-5%,-23%,3%,-15%
CC(C)N(C(=O)COC(=O)c1ccc([N+](=O)[O-])cc1)c1ccccc1,8%,12%,-9%,30%,-3%,2%,-1%,-2%,6%
CC(C)N=c1c([N+](=O)[O-])nn(C)n1O,2%,-5%,-16%,-21%,-20%,-3%,-1%,-4%,-4%
CC1CCCC(NC(=O)CCCn2c(=S)[nH]c3ccccc3c2=O)C1C (centres undefined),52%[activator][59 µM],24%,?,3%,-11%,0%,4%,-3%,2%
CN(C)S(=O)(=O)c1ccc(NC(=O)COc2cccc3c2OC(C)(C)C3)cc1,-30%,-12%,nt,nt,-1%,nt,-18%,-3%,-18%
COc1ccccc1/C=C(/C(=O)OCC(=O)NCc1ccccc1)c1ccccc1,-47%[59 µM],-9%,?,3%,-20%,-12%,?,-1%,-5%
c1ccc(CCNc2ccnc3cc4ccccc4cc23)cc1,-43%[59 µM],81%[activator],174%[activator],22µM*,?,156%[activator],-21%,-6%,-14%
CN(CC(=O)Nc1ccccc1Cl)C(=O)CSc1nncs1,-4%[0.501 µM],6%,nt,nt,1%,nt,-12%,37%,-2%

Three neighbouring records out of the list so far, quoted:
molecule,G9a inh,Pol iota inh,Anesthetic bind,Pol beta inh,BAZ2B inh,BLM helicase inh,POLH inh,APE1 inh,POLK inh
CCN(CC)S(=O)(=O)c1ccc(-c2nnc(SCc3nnc(-c4ccc(C)cc4)o3)o2)cc1,23%,27%,-8%,7%,14%,-1%,-7%,3%,-1%
Cc1ccc(C)c(NS(=O)(=O)c2ccc3c(c2)Cc2cc(S(=O)(=O)Nc4cc(C)ccc4C)ccc2-3)c1,6%[59 µM],26%,-4%,-1%,-4%,1%,5%,-13%,-3%
O=C(c1ccccn1)c1ccc2ccccc2n1,?,-20%,-1%,-17%,1%,-2%,-4%,-1%,-8%

Some of the compounds tested; the hit share may differ from the screen's.
